DSG3 Ab inh: human desmoglein-3 autoantibody binding inhibition | P32926 | DSG3-coupled beads, scFv-anti-DSG3-GFP binding, flow cytometry; hits give low values | binding (percent of control), % at 10 µM | 0.48% of 310,000 active | AID 588358;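 active = binding more than 3 SD below its plate's average and above zero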;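 note: hits lower antibody fragment binding to DSG3; some compounds called inactive have numbers as strong as hits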
AddAB inh: less growth of phage-infected E. coli with AddAB | E. coli expressing H. pylori AddAB, absorbance growth | inhibition, % at 11.9 µM | 0.29% of 330,000 active; in the data active = inhibition above about 12%;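 note: 0% = vehicle wells of infected cells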
Mot1-301 SUMO: inhibitors of SUMOylation pathway: yeast Mot1-301 growth rescue. S. cerevisiae Mot1-301 growth rescue, ATP luminescence, 38.5C; percent above DMSO median, 100 means doubled. growth rescue, % at 18.8 µM. 1% of 320,000 active;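 active = every valid replicate shows activation above 250% relative to neutral control wells; inactive = the rest, any valid replicate at or below 250%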;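 note: OY570 slx delta 5 strain wells were the positive control but not used for scaling; some compounds called inactive have numbers as strong as hits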
PfHsp90 yeast 2: reduces growth (ATP signal) of yeast expressing P. falciparum Hsp90; S. cerevisiae expressing PfHsp90, BacTiter-Glo ATP, 48 h; yeast lacking PDR1 and PDR3 efflux regulators; inhibition, % at 9.4 µM; 0.32% of 310,000 active;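 active = every replicate shows inhibition above about 80%, whatever the replicate mean, limit read from the data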;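 note: 0% = DMSO neutral controls and 100% = 20 µM radicicol positive controls; yeast relying on Plasmodium falciparum Hsp90 in place of its own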
Tat transport: blocks Tat-dependent protein export in E. coli; E. coli MC4100 TorA-mCherry Tat export, fluorescence; AID 488895; 0.036% of 340,000 active; inhibition, % at 10 µM;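 active = mean replicate inhibition at least 50% and at least half of replicates individually reaching 50%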;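 note: exported cargo escapes ClpAP degradation while cytoplasmic cargo is degraded and loses fluorescence; 0% = median of neutral control wells and 100% = median of NaSCN control wells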
phage Ecoli inh: E. coli growth loss with phage present | inhibition, % at 11.9 µM | growth absorbance | AID 651602 | 0.26% of 360,000 active; in the data active = inhibition above about 11%
OPRM1-OPRD1 inv: inverse agonist of human OPRM1-OPRD1 heterodimerization; cell-based MOR-DOR heterodimer luminescence, inverse agonism; P35372+P41143; inhibition, % at 9.3 µM; AID 504357; 0.21% of 340,000 active; in the data active = inhibition above about 22%, passing the limit was not always enough;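 note: 0% = cells with DMSO and 100% = wells without cells with DMSO; values of inactives mirror those of a sister screen read the other way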
Target sequence (P35372 whole entry, looked up): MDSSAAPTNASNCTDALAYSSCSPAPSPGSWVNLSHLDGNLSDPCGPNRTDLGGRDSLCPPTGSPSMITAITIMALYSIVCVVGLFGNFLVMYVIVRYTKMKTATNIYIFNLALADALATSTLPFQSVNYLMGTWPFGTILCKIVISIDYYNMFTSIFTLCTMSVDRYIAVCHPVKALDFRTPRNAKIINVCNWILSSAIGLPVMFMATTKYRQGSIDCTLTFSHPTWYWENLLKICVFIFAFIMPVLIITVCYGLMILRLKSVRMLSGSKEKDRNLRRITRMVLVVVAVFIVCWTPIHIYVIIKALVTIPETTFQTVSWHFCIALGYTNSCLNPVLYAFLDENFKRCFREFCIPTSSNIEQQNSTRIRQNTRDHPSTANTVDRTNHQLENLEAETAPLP
Target sequence (P41143 whole entry, looked up): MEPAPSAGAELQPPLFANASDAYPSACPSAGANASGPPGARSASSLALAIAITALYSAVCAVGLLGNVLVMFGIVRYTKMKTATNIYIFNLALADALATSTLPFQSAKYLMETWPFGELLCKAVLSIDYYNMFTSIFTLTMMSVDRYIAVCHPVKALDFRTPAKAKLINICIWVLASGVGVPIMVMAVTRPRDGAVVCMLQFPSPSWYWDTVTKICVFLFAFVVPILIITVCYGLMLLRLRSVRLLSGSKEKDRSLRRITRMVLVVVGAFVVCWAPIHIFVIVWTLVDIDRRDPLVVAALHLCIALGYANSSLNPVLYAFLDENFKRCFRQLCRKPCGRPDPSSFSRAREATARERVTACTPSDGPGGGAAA
Arr AP2 block: human beta-arrestin and AP2 interaction inhibition; FITC-arrestin peptide / GST-AP2 beads, flow cytometry; AP2 beta2 appendage carries R879A mutation; inhibition, % at 10 µM; 0.31% of 340,000 active;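 active = inhibition above a set limit, near 3 SD of compounds lacking own fluorescence, cut at about 54% in these data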;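 note: plate controls were DMSO wells for no effect and 5 µM unlabelled arrestin peptide for full effect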
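System: GST-AP2 R879A glutathione beads | Also added: FITC-arrestin peptide, 50 nM | Times: 12 min plus 1 h, RT | Signal: Bead flow cytometry, FITC channel | Buffer or medium: PBS with 0.05% Tween 20 and 0.1% BSA | Read-out basis: Percent drop in bead-associated FITC signal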
PKA-R1A act: activators of PKA-R1A complex; P00514+P68181; PKA-R1A dissociation, Cy5-IP20 fluorescence polarization; scaled: DMSO 0%, 113 µM cGMP 100%; activation, % at 11.4 µM; 0.083% of 340,000 active;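 active = percent activation above the mean of all tested compounds plus 3 SD, cut at about 19% in these data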;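 note: higher means more PKAc released from R1A so a rise in polarization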
MOR-DOR ag: OPRM1-OPRD1 heterodimerization agonism; AID 504326; cells, luminescence; 0.3% of 340,000 active; activation, % at 9.3 µM; in the data active = activation above about 18%;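 note: 0% = vehicle-treated cells and 100% = reference agonist; values of inactives mirror those of a sister screen read the other way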
E coli growth: reduces bacterial viability in AddAB counter-screen. inhibition, % at 11.9 µM. AID 449728. E. coli V3065 growth, OD600 absorbance, 18 h. 0.27% of 330,000 active;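 active = inhibition above the campaign's mean inhibition across all tested compounds plus 3 SD, cut at about 9.9% in these data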;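 note: uninfected addAB+ strain grown without phage in ampicillin broth; 0% = DMSO wells and 100% = ciprofloxacin 0.95 µg/ml wells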
* hit, by the source's call; x = no result given.

SMILES	DSG3 Ab inh	AddAB inh	Mot1-301 SUMO	PfHsp90 yeast 2	Tat transport	phage Ecoli inh	OPRM1-OPRD1 inv	Arr AP2 block	PKA-R1A act	MOR-DOR ag	E coli growth
CC(=O)N/C(=C/c1ccc2c(c1)OCO2)C(=O)NCc1ccccc1	110.5	0.6	-0.9	x	-4.1	1.5	16.6	-1.8	-2.3	-3.4	-0.7
CCNC(=S)NCc1ccc(F)cc1	105.2	2.0	8.8	6.0	-0.1	0.7	-3.4	6.4	13.3	0.6	-0.7
COc1ccccc1-n1nc(C(=O)NCc2ccco2)c2ccccc2c1=O	107.8	4.5	14.4	12.8	-9.4	0.8	2.0	33.1	6.2	-0.3	0.9
CCC1=C(OC(=O)N(CC)CC)N2C(=O)OC(=NCC3CC3)[C@]2(Cc2ccccc2)[C@H]2C1=CC[C@H]1C(=O)N(C)C(=O)[C@H]12	104.2	-0.8	-30.8	x	7.7	1.4	18.0	4.9	0.4	-3.3	-2.4
Brc1cc(/C=N/n2cnnc2)oc1Br	105.0	0.7	8.6	-6.2	-1.8	3.3	-11.4	1.9	2.5	1.6	-2.2
CNC(=O)CSc1nnc(COc2ccc([N+](=O)[O-])cc2)n1C	108.7	2.7	-6.4	25.0	-5.9	2.9	6.0	-5.1	0.1	-1.2	-0.5
COc1ccc(OCCCC(=O)Nc2cc(S(=O)(=O)N3CCCCC3)ccc2OC)cc1	110.0	-0.6	-3.0	x	3.0	1.7	9.4	30.9	-5.2	-2.4	0.7
Cc1ccc(NC(=O)CSCC(=O)N2c3ccccc3CCc3ccccc32)cc1	85.1	1.1	1.9	0.9	13.9	0.5	-6.0	-4.6	-6.9	1.1	-3.7
COc1ccc(S(=O)(=O)N(C)C[C@H]2Oc3c(NC(=O)Nc4ccc5c(c4)OCO5)cccc3C(=O)N([C@H](C)CO)C[C@@H]2C)cc1	x	0.1	4.0	-32.7	-5.9	0.1	14.1	-6.8	-12.2	-2.5	-1.7
CCCc1cc(C(=O)Cc2ccc(C(=O)OCC)o2)c(O)cc1O	103.6	1.5	-13.4	-15.0	3.7	1.4	-25.3	11.2	-7.8	4.2	0.7
CCOC(=O)C1=C(C)OC(N)=C(C#N)C1c1cc(C)sc1C (centres undefined)	104.0	1.9	x	24.6	-2.7	-1.0	0.5	16.4	2.4	-0.1	1.1
Cc1cc(F)ccc1S(=O)(=O)N1CCCOC1CNC(=O)C(=O)NCCc1c[nH]c2ccccc12 (centres undefined)	102.8	2.8	-3.7	-2.7	0.4	-1.6	4.5	3.2	9.6	-0.8	4.1
CCOc1cccc(NC(=O)c2ccc(S(=O)(=O)N3CCCC3)cc2)c1	101.0	-0.9	-2.0	16.9	-0.5	3.3	12.1	-8.1	-14.2	-2.3	1.5
O=C1CN(CC(=O)Nc2cccc(Cl)c2Cl)c2ccccc2N1	111.3	2.9	10.3	0.2	7.6	-0.1	7.6	36.4	-11.5	-1.4	-1.1
Cc1ccc(C2C(C(=O)c3cccs3)=C(O)C(=O)N2c2ccc(S(N)(=O)=O)cc2)cc1 (centres undefined)	96.5	2.4	931.7*	12.8	-9.3	-0.8	9.6	-7.3	-14.6	-1.9	-0.3
CCOc1ccc(NC(=O)CN(C)C(=O)CCCn2c(=O)oc3ccccc32)cc1OCC	106.2	-0.2	123.6	-12.8	7.0	2.1	8.4	2.7	0.7	-1.3	1.7
CCN(CC)S(=O)(=O)c1cccc(-c2nnc(SCC(=O)NC)n2N)c1	99.8	2.4	-8.5	17.2	-6.6	3.9	12.5	-2.9	3.1	-2.4	-0.6
COc1ccc(S(=O)(=O)N(C)CC(=O)Nc2ccc(C(N)=O)cc2)cc1OC	107.5	4.9	13.0	-6.9	-7.3	1.5	17.2	17.8	-1.5	-3.4	4.1
Cc1ccccc1NC(=S)N1CCN(Cc2ccccc2)CC1	109.9	3.9	-23.9	22.5	-5.9	2.8	16.8	0.4	0.5	-3.6	-0.9
O=C(NC1CCCCC1)C(c1ccncc1)N(C(=O)c1ccco1)c1ccc(F)cc1 (centres undefined)	101.6	2.0	2.5	2.6	1.6	-1.2	4.4	1.3	4.1	-0.8	0.8
Cc1ccc(N2C(=O)N(CC(=O)Nc3ccccc3C(F)(F)F)C(=O)C2C)cc1 (centres undefined)	115.5	0.3	-5.4	-12.4	4.2	-1.5	1.2	0.4	5.9	-0.3	-1.6
N#Cc1c(NC(=O)C2CC(c3c(F)cccc3Cl)=NO2)sc2c1CCC2 (centres undefined)	102.0	-0.7	5.6	-3.5	1.8	3.2	-0.8	2.2	-5.2	0.1	-0.5
COc1ccccc1NC(=O)Nc1ccc(CC#N)cc1	x	1.9	-1.2	-13.2	0.7	1.1	5.0	3.5	-3.1	-1.0	-2.5
Cn1c(=O)c2[nH]c(CN3CCCCC3)nc2n(C)c1=O	92.5	x	x	-7.2	0.2	2.7	1.7	-4.9	1.0	-0.3	x
Cc1c(C(=O)C(=O)N2CC=C(c3ccccc3)CC2)c2ccccc2n1C	131.9	1.4	-2.2	4.9	1.0	1.8	-62.3	5.7	0.1	12.3	-0.1
CCN(CC)c1ccc(NC(=O)c2ccccc2OCC(=O)OC)cc1	106.4	0.8	-1.0	29.9	1.8	3.0	1.0	6.6	5.7	-0.1	-1.2
COc1ccc(OC)c(/C=N/NC(=O)C(=O)NCc2cccnc2)c1	85.3	-1.0	40.9	-1.2	2.6	1.5	-13.8	-30.2	16.3	2.6	0.9
COc1ccccc1N1CCN(C(=O)C2CCCN(S(=O)(=O)c3ccc(C)cc3)C2)CC1 (centres undefined)	93.5	0.8	-12.9	-9.8	5.7	2.4	-1.4	-6.5	-2.8	0.3	-1.2
COc1cccc(O)c1CN1CCC(n2nccc2NC(=O)c2ccc3c(c2)OCO3)CC1	102.2	0.9	-12.9	-3.5	-6.5	2.3	9.0	-1.1	-1.0	-1.7	0.7
Cc1cc(C)nc(SCC(=O)N(C)C)n1	126.1	5.0	181.0	x	-0.6	3.0	11.1	7.8	-9.6	-2.1	0.1
COc1ccc(S(=O)(=O)Nc2cc(Cl)ccc2-n2cncn2)cc1	x	1.6	-7.3	12.7	-1.4	2.5	2.9	26.8	12.9	-0.7	0.2
COc1cc(NS(=O)(=O)c2ccc(NC(=S)NC(=O)c3cccs3)cc2)nc(OC)n1	97.9	4.4	5.4	-40.6	-2.3	3.7	17.6	-4.4	-6.6	-2.8	1.9
Cc1ccc(C(=O)c2sc(Nc3ccccc3)c(C#N)c2N)cc1	104.0	-0.8	-3.4	-5.6	-1.1	3.9	-0.6	15.6	-10.6	0.1	-1.3
O=C(CN1C(=O)NC2(CCCC2)C1=O)NCCc1ccccc1	x	0.3	-3.3	-1.2	0.4	-0.1	10.0	-0.3	8.2	-2.7	-1.9
CCOC(=O)c1cnc2nc(COc3ccccc3)[nH]n2c1=O	x	-1.1	-1.1	x	-5.4	1.8	13.2	-3.8	-1.3	-2.6	0.9
CNS(=O)(=O)c1cn(CC(=O)NCc2ccccc2OC)cc1S(=O)(=O)NC	94.1	0.8	-12.5	15.3	-8.6	-1.0	2.7	2.2	-3.6	-0.5	3.3
COc1ccc(N2CCN(Cc3nc4scc(-c5ccccc5)c4c(=O)[nH]3)CC2)cc1	48.5*	-1.1	-6.0	-3.3	13.8	0.1	-0.8	8.0	2.2	0.2	0.4
Cc1cc(C)c2nc(-c3ccccn3)cc(C(=O)NCc3ccco3)c2c1	92.7	1.1	-5.8	-3.8	-5.7	2.1	-4.7	25.8	2.5	1.0	-2.5
O=C(/C=C/c1ccc(Cl)cc1)NC(=S)Nc1ccc(C(=O)O)cc1	99.7	0.5	4.6	-2.4	8.7	0.3	4.6	-1.6	-9.6	-1.0	0.6
O=S1(=O)CCO[C@H]2Cc3ccccc3[C@H]2N1Cc1ccccc1Br	102.8	1.3	149.7	4.1	7.1	1.9	-14.1	-2.3	-8.7	2.5	-3.6
COc1ccc(C2CCCN2C(=O)Nc2ccccc2)cc1OC (centres undefined)	95.9	1.0	11.2	10.6	-9.6	3.1	6.8	27.4	5.2	-1.2	-1.3
COc1ccc(-c2c[n+]3c(n2-c2ccccc2)SCC3)cc1OC	97.8	-0.7	89.0	10.2	0.9	1.9	10.6	1.6	3.5	-2.3	0.5
COC(=O)C1=C(C)NC(=O)NC1c1ccccc1 (centres undefined)	97.1	0.9	2.8	x	5.2	2.7	6.7	0.5	-1.4	-1.2	1.3
COc1ccc(OC)c(C2C3=C(CCCC3=O)NC3=C2C(=O)CCC3)c1	66.6	-1.4	-7.8	11.0	-1.7	-0.6	6.5	6.4	-3.3	-1.2	1.1
O=C(Nc1ccccc1N1CCCCC1)c1ccco1	103.2	0.1	-0.8	-5.4	12.2	2.7	-5.1	-1.5	-11.1	0.9	-2.0
CCOc1ccc(N(CC(=O)N2CCCCCC2)S(C)(=O)=O)cc1	110.4	1.7	-1.1	-6.7	0.3	-0.8	-2.3	10.4	-4.0	0.4	-0.2
COc1ccc(NC(=O)C(NC(C)=O)C(=O)Nc2ccc(F)cc2)cc1 (centres undefined)	95.1	-0.4	311.9	4.8	2.6	-1.0	10.0	14.2	1.9	-1.7	0.2
O=C(COc1ccc([N+](=O)[O-])cc1)Nc1ccc2c(c1)OCO2	113.9	-3.0	2.9	7.3	3.5	3.2	0.2	-2.0	-5.3	0.0	-1.2
Cc1ccc(C)c(S(=O)(=O)N2CCN(C(=O)c3ccccn3)CC2)c1	104.9	0.2	x	12.0	-6.3	1.4	17.3	0.9	-1.1	-4.0	-3.6
Cc1ccc(OCC(=O)N2CCCCCC2)c(C)c1	100.6	-0.3	9.3	7.6	-1.9	0.4	0.2	-2.0	-0.5	0.0	-0.7
The listing continues.
SMILES	DSG3 Ab inh	AddAB inh	Mot1-301 SUMO	PfHsp90 yeast 2	Tat transport	phage Ecoli inh	OPRM1-OPRD1 inv	Arr AP2 block	PKA-R1A act	MOR-DOR ag	E coli growth
CC(CN1CCN(C)CC1)OC(=O)c1cccc(F)c1 (centres undefined)	120.0	0.5	5.6	-1.1	10.1	4.3	14.5	-10.4	-12.0	-2.9	0.9
CCN1CCN(c2ncnc3sc(C)c(-c4ccccc4)c23)CC1	93.2	0.1	11.8	19.5	-5.3	1.0	-30.5	17.3	-7.4	3.8	-2.0
Cc1ccc(C(=O)NNC(=O)CCCN2C(=O)/C(=C/c3ccccc3Cl)SC2=S)cc1	88.6	1.6	6.2	20.5	-4.5	2.6	-6.8	4.0	-8.8	1.3	-0.9
O=c1c2ccccc2nc2n1CCN2	101.7	2.1	157.6	5.6	-6.8	0.2	8.5	-2.0	-0.7	-1.5	0.4
